# Source: PubChem BioAssay
# TDP1 cell CPT: growth inhibition of DT40 Tdp1-/-;hTDP1 cells with camptothecin (screen for TDP1 inhibitors) | chicken DT40 Tdp1-/-;hTDP1 cells + 20 nM CPT, ATP luminescence, 48 h | 420,000 compounds, 12% hits | Potency, µM (doses to about 46.2 µM), inactives show at the top dose activity change, negative = growth inhibition, hits mostly inhibitors; further: nearly all actives have a fitted effect of over 55% in size
#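 Chicken DT40 Tdp1-/- cells complemented with human TDP1, 400 cells/well, exposed to compounds plus 20 nM camptothecin for at least 48 h at 37 C; viability read as ATP content by CellTiter-Glo luminescence.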
# TDP1 block: blocks human tyrosyl-DNA phosphodiesterase 1. recombinant TDP1, AlphaScreen DNA substrate cleavage. Q9NUW8. AID 485290. 350,000 compounds, 0.28% hits. Potency, µM (highest dose often 130 µM), without a hit: at the top dose activity change, negative = inhibition, hits mostly inhibitors; further: nearly all actives have a fitted effect of over 40% in size
# Target sequence (Q9NUW8 whole entry, looked up): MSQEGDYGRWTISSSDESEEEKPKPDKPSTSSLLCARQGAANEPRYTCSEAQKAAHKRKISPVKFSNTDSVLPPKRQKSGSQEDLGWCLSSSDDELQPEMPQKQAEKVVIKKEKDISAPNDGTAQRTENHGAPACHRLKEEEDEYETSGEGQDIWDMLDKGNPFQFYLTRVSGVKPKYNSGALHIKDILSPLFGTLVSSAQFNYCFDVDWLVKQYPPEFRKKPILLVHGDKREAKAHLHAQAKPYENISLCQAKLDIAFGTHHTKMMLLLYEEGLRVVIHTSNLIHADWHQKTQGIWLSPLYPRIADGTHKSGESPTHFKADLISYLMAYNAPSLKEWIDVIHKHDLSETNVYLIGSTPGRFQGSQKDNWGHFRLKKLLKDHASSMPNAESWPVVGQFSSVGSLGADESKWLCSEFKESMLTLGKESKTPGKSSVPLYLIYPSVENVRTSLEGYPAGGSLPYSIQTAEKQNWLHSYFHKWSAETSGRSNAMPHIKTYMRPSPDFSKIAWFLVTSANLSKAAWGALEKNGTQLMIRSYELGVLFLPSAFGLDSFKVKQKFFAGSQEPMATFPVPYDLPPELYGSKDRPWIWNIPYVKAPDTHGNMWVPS
#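 AlphaScreen read-out: signal falls as enzyme removes the 3' tyrosine-FITC from a 5'-biotinylated DNA oligo (15 nM, 5 min, RT). Enzyme was E. coli-made recombinant Tdp1 at 1 nM, exposed to compound for 15 min beforehand; beads 10 ug/ml, 10 min.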
# TDP1 cell noCPT: qHTS for Inhibitors of human tyrosyl-DNA phosphodiesterase 1 (TDP1): qHTS in cells in absence of CPT; DT40 Tdp1-/- hTDP1 cells, no CPT, ATP luminescence, 48 h; 420,000 compounds, 15% hits; Potency, µM (top dose mostly 46.2 µM), for the others: at the highest dose activity change, negative = growth inhibition, usual class: inhibitors; AID 686978, 2013; further: nearly all actives have a fitted effect of over 55% in size
#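 Compound effects on proliferation are scored in DT40 Tdp1-/-;hTDP1 cells in the absence of CPT. ATP levels (CellTiter-Glo luminescence) are recorded after a ≥48 hr, 37 °C incubation.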
# Active calls of the source: *; u = inconclusive; x = not tested or not shown; [ ] = dose if it differs, or a comment. The call rests on the fitted dose curve; in most records, active means well fitted curve in the direction sought with a large enough effect; inconclusive means small, poorly fitted or top-dose-only effect, or another doubt; inactive means no such curve, though single readings can be large; an effect the other way counts as inactive or inconclusive. On the % scale 0 is the no-effect control and ±100 the full control effect; potency means the concentration at half of the fitted maximal effect.
SMILES,TDP1 cell CPT,TDP1 block,TDP1 cell noCPT
O=C1OCCN1C(=O)[C@H]1[C@H](c2ccc(Cl)cc2)C(c2ccc(F)cc2)=NN1c1ccccc1,-26%,-5%[56.1 µM],u
O=C(N/N=C/C1CC2C=CC1C2)c1ccccc1O (stereo not given),6%,-10%,-4%
Cc1cc(-n2cnnn2)ccc1C(C)C,-21%,7%,-15%
COc1ccc(C2=NOC(C(=O)Nc3cccnc3)C2)cc1OC (stereo not given),-1%,6%,0%
O=C(O)CC12CC3CC(C1)CC(n1ncc(NCc4ccccc4Cl)c(Cl)c1=O)(C3)C2,3%,x,-6%
Cc1ccc(S(=O)(=O)NC(=O)c2cccc(N(C)C)c2)cc1,4%,0%,3%
CC(=O)c1cccc(NS(=O)(=O)c2c(C(=O)N3CCOCC3)c(C)n(C)c2C)c1,-5%,4%,24%
CC(C)c1ccc(NC(=O)C(c2ccccc2)N2CCN(C(=O)c3ccco3)CC2)cc1 (stereo not given),u,8%,18µM*
CCOc1ccc(NC(=O)N(CCN(C)C)C(C)c2cccnc2)cc1 (stereo not given),5%,x,0%
N#CC1(Nc2ccc3c4c(cccc24)CC3)CCCCC1,-7%,x,u
CCOC(=O)C1=C(C)N=c2s/c(=C\c3ccc(OC(C)=O)c(OCC)c3)c(=O)n2C1/C=C/c1ccccc1 (stereo not given),u,0%,u
c1ccc(Oc2cc(-n3cccn3)ncn2)cc1,-23%,2%,-3%
CC(Sc1nc(N)cc(=O)[nH]1)C(=O)N1CCOCC1 (stereo not given),-14%,-5%[0.505 µM],u
CCCn1c(N)c(C(=O)COC(=O)c2c(C)noc2C)c(=O)n(C)c1=O,-11%,-9%,-30%
O=C(CSc1nc2ccccc2c(=O)n1Cc1ccco1)N1CCCCCC1,21µM*,7%,u
O=C(C[n+]1ccccc1)N/N=C/c1cccs1,-7%,-8%,-8%
COCCCNC(=O)[C@H]1N2C(=O)c3ccccc3C2SC1(C)C (stereo not given in full),7%,x,1%
Cc1cc(NC(=O)COc2cccc(Oc3ccccc3)c2)no1,13µM*,-1%,u
CCOc1cc2[nH]c(=O)n(CCC(=O)N3CCN(c4cccc(Cl)c4)CC3)c(=O)c2cc1OCC,u,5%,u
Clc1ccc(-c2nc(CSc3ccccn3)cs2)cc1,12%,x,-7%
COc1ccccc1CN(C)CC(=O)NC1CCCc2ccccc21 (stereo not given),15µM*,-1%,u
Cc1ccc(C)c(NC(=O)COC(=O)CNC(=O)C2CCCCC2)c1,9%,1%[56.1 µM],-1%
Cc1cc(Br)ccc1NC(=O)CNC(=O)CN1C(=O)NC2(CCCCCC2)C1=O,-30%,2%,-16%
CCCCCCCCCCCC[n+]1ccc2ccccc2c1,0.53µM*,x,0.34µM*
CCOC(=O)N1CCN(c2c(NCc3ccccc3OC)c(=O)c2=O)CC1,u,1%,u
CO/N=C(\C(=O)N[C@@H]1C(=O)N2C(C(=O)O)=C(CSC(=O)c3ccco3)CS[C@H]12)c1csc(N)n1,20%,x,-12%
COc1cc(OC)c(N(C)C(=O)Cn2ncc3c([nH]c4ccccc43)c2=O)cc1Cl,u,0%,u
CC(NC(=O)CCCC1CCCCC1)c1ccc(S(N)(=O)=O)cc1 (stereo not given),9%,-4%,-27%
O=C(NCc1ccccc1)NC(=O)c1ccccc1F,-5%,2%[56.1 µM],5%
C[C@H](CO)N1C[C@H](C)[C@H](CN(C)C(=O)c2cc(-c3ccccc3)on2)OCc2cnnn2CCCC1=O,4%,x,-20%
CCOC(=O)N1CCC(N2C(=O)c3ccccc3C2Nc2cc(C)cc(C)c2)CC1 (stereo not given),u,4%,15µM*
CN1C(=O)/C(=C/c2ccc(OCc3ccc(C(=O)O)cc3)c(Cl)c2)NC1=S,-8%,x,-2%
CC(NC(=O)NC1CCCCC1)c1ccccc1 (stereo not given),0%,2%,u
O=C(NCc1cccc(C(F)(F)F)c1)C1C(=O)Nc2ccccc2C(=O)N1Cc1ccccc1 (stereo not given),u,x,u
COc1ccc(Br)c(C(=O)Nc2cccc(Cl)c2Cl)c1,-20%,0%,u
CC(=O)c1nc(-c2ccccc2)sc1C,3%,2%,12%
C/C(=N\NC(=S)Nc1ccc(C)c(C)c1)c1ccc(N2CCOCC2)cc1,5.8µM*,5%,5.8µM*
CC(=O)Nc1ccc(S(=O)(=O)CC(=O)CS(=O)(=O)c2ccc(NC(C)=O)cc2)cc1,-8%,x,u
CC(C)CC(=O)/C=C/n1c(=S)oc2ccccc21,3.3µM*,-3%,2.3µM*
O=C(C1CCN(S(=O)(=O)c2cccc3nonc23)CC1)N1CCCCC1,-1%,1%,-9%
O=C(CN1C(=O)c2ccccc2C1=O)Nc1ccccc1,2%,x,5%
CNC(C)C#Cc1ccc2c(=O)c3cc(C)c(C)cc3oc2c1 (stereo not given),u,x,29µM*
COc1ccc2[nH]c(CN3CCN(CC(C)C)C(CCO)C3)c(C)c2c1 (stereo not given),-17%,4%,23µM*
O=C1NCCCC1C(=O)N1CCN(C(=O)c2ccco2)CC1 (stereo not given),-9%,-2%,9%
CC(C)C1C(=O)N(Cc2cn(CCC3OCCCO3)nn2)CCS(=O)(=O)N1Cc1ccc(-c2cccc(CO)c2)cc1 (stereo not given),-24%,x,u
Cc1ccc(NC(=O)CN2C(=O)N/C(=C/c3ccccc3OCc3cccc(C(=O)O)c3)C2=O)cc1,19%,6%[0.0935 µM],1%
CN(C)CCOC1c2ccccc2-c2ccccc21,u,3%,u
COc1ccc(C(C)=O)cc1CN1C(=O)NC2(CCCC2)C1=O,-7%,-8%,14%
CC1(C(=O)NS(=O)(=O)Cc2ccccc2)CCN1C(=O)C/C=C/c1ccccc1 (stereo not given),-17%,x,-27%
COc1ccc(-c2nc3cnc(N4CCN(C)CC4)nc3n(Cc3cccs3)c2=O)cc1,u,x,u
CC(=O)c1ccc(NC(=O)CCCCCn2nnc3ccccc3c2=O)cc1,-23%,x,-4%
CN(C)CCCN(C(=O)c1ccc(S(=O)(=O)N2CCCCCC2)cc1)c1nc2ccc(F)cc2s1,u,9%,u
CCN(C(=O)COC(=O)/C=C/c1c(C)nn(-c2ccccc2)c1C)C1CCS(=O)(=O)C1 (stereo not given),8%,-2%,-13%
Cc1nnc(NC(=O)CSc2nnc(CC(=O)Nc3ccccc3F)n2C)s1,3%,-7%,10%
O=C1N(c2cccc(Cl)c2)C(c2ccc(Cl)cc2)N2CCCN12 (stereo not given),-1%,-4%,-28%
O=C(CCn1cnc2onc(-c3ccc(F)cc3)c2c1=O)N1CCN(c2ccccc2F)CC1,u,3%,u
O=C(CNC(=O)c1cccs1)NCCc1ccco1,-24%,-9%[56.1 µM],0%
CCOC(=O)c1c(N)sc(C(=O)N2CCCC2)c1C,-25%,2%,-7%
Cc1nc(N2CCCCCC2)c2ccccc2n1,u,x,21µM*
S=c1[nH]nc(-c2ccco2)n1/N=C/C=C/c1ccco1,-17%,-5%,u

# Profiles as entered above. Order of values: TDP1 cell CPT | TDP1 block | TDP1 cell noCPT
# CCOC(=O)N1CCC(N2C(=O)c3ccccc3C2Nc2cc(C)cc(C)c2)CC1 (stereo not given) in the list: u | 4% | 15µM*
# CC1(C(=O)NS(=O)(=O)Cc2ccccc2)CCN1C(=O)C/C=C/c1ccccc1 (stereo not given) in the list: -17% | x | -27%
# O=C(CSc1nc2ccccc2c(=O)n1Cc1ccco1)N1CCCCCC1 in the list: 21µM* | 7% | u
# O=C1OCCN1C(=O)[C@H]1[C@H](c2ccc(Cl)cc2)C(c2ccc(F)cc2)=NN1c1ccccc1 in the list: -26% | -5%[56.1 µM] | u

# (continued)
SMILES,TDP1 cell CPT,TDP1 block,TDP1 cell noCPT
Cc1nn(C(C)C(=O)N2CCCCC2)c(=O)c2c1sc1ccccc12 (stereo not given),u,5%,21µM*
CCC(=O)c1ccc(OCC(=O)OCC(=O)NC2CCCC2)cc1,18%,0%,-4%
COC(=O)c1ccccc1NC(=O)c1cc(-c2ccc(C)cc2)on1,-1%,5%,-29%
COc1ccc(OC)c(S(=O)(=O)Nc2ccc3c(c2)N(C(C)=O)CCC3)c1,-18%,-6%,-26%
COc1ccc(C)cc1S(=O)(=O)N1CCN(S(=O)(=O)c2cc(C)ccc2OC)CC1,-13%,0%,-15%
C[C@@H]1CN([C@@H](C)CO)C(=O)c2cc(Br)cnc2O[C@@H]1CN(C)C(=O)CN(C)C,-2%,x,-16%
Cc1ccccc1C(=O)NC1CCN(Cc2ccccc2)CC1,0%,-1%,1%
COc1ccc(-c2[nH]ncc2CN2CCN(C(=O)c3ccco3)CC2)cc1F,15%,0%,u
O=C(CSc1ccccc1)Nc1ccc(Cl)c(S(=O)(=O)N2CCOCC2)c1,-2%,-3%,-26%
COc1cccc(NC(=O)Nc2ccccc2C(N)=O)c1,-29%,3%,-21%
O=C1c2cccnc2C(=O)N1Cc1ccc(S(=O)(=O)N2CCOc3ccccc32)cc1,-6%,5%,-18%
CCOCCCNC(=O)C(c1ccc(C)cc1)N1CCOCC1 (stereo not given),13%,-1%,1%

# The final 6 records of the part above are carried over, then new ones follow:
SMILES,TDP1 cell CPT,TDP1 block,TDP1 cell noCPT
Cc1ccccc1C(=O)NC1CCN(Cc2ccccc2)CC1,0%,-1%,1%
COc1ccc(-c2[nH]ncc2CN2CCN(C(=O)c3ccco3)CC2)cc1F,15%,0%,u
O=C(CSc1ccccc1)Nc1ccc(Cl)c(S(=O)(=O)N2CCOCC2)c1,-2%,-3%,-26%
COc1cccc(NC(=O)Nc2ccccc2C(N)=O)c1,-29%,3%,-21%
O=C1c2cccnc2C(=O)N1Cc1ccc(S(=O)(=O)N2CCOc3ccccc32)cc1,-6%,5%,-18%
CCOCCCNC(=O)C(c1ccc(C)cc1)N1CCOCC1 (stereo not given),13%,-1%,1%
COC(=O)c1ccc(CSc2nnc(NC(C)C)s2)o1,-4%,3%,-4%
Cc1ccc(S(=O)(=O)N2CCC(C(=O)OCC(=O)NCCc3ccccc3)CC2)cc1C,-15%,0%,-1%
CCc1ccc(CNC(=O)c2cnc3c(C)cccn3c2=O)cc1,6%,-9%,u
O=C(c1cccc(S(=O)(=O)N2CCOCC2)c1)N(Cc1ccc(F)cc1)Cc1ccco1,u,5%,18µM*
CCOP(=O)(CC(C(C)=O)C(O)c1ccccc1)OCC (stereo not given),-14%,6%[21 µM],-13%
NC(=O)COC(=O)c1cc(-c2ccco2)nc2ccccc12,7%,x,-3%
COc1ccccc1NC(=O)CCc1c(C)nc2c(-c3ccc(F)cc3)c(C)nn2c1C,15µM*,x,u
CCOC(=O)c1c(-c2ccccc2)oc2cc(CN(C)C)c(O)c(CN(C)C)c12,u,x,u
CC(=O)OCC1=C(C(=O)O)N2C(=O)C(NC(=O)CC(C)c3ccccc3)C2SC1 (stereo not given),7%,-6%,8%
O=S(=O)(Nc1ccc(-c2ccc3nncn3n2)cc1)c1ccccc1Cl,u,x,-10%
Cc1ccc(CNC(=O)c2ccc3c(c2)nc(C)n3-c2cc(C)cc(C)c2)cc1,u,8%,u
CCC1CCCCN1C(=O)CSc1nnc(-c2ccc3c(c2)OCCO3)o1 (stereo not given),-5%,-6%,-28%
COc1ccc(N(CC(=O)N2CCc3ccccc3C2)S(=O)(=O)c2ccc(C)cc2)cc1Cl,u,x,16µM*
C[C@@H]1CN([C@H](C)CO)C(=O)CCCn2nncc2CO[C@@H]1CN(C)S(=O)(=O)c1ccccc1C#N,5%,x,-4%
CCn1c(SCC(=O)N2CCc3ccccc3C2)nc2sc(C)c(C)c2c1=O,u,3%,21µM*
O=C(CN1CCc2ccccc2C1)NCc1ccco1,-18%,6%,-10%
COc1ccc(C(=O)OCC(=O)c2c(N)n(C)c(=O)n(C)c2=O)cc1OC,4%,1%,0%
CCC(=O)Nc1ccc(C(=O)N/N=C/c2cc(Br)c(OC)cc2OC)cc1,-13%,2%,u
COc1cc(OC)cc(-c2cc3cc(F)ccc3cn2)c1,u,-17%,u
CC(=O)c1c(C)[nH]c(C(=O)NCc2cccc(Cl)c2)c1C,20%,-5%,-2%
COc1cccc(-c2csc(N3CCN(C(=O)C4CCCCC4)CC3)n2)c1,u,7%,u
CCCCOC(=O)C(=O)Nc1cccc(-c2nn[nH]n2)c1,14%,x,-2%
O=C(c1ccc2c(=O)n(CCc3ccccc3)c(=O)[nH]c2c1)N1CCN(C(=O)c2ccco2)CC1,13µM*,x,11µM*
COc1ccc(CCNC(=O)CNC(=O)c2ccc3c(c2)OCO3)cc1OC,0%,-4%,8%
O=C(COC(=O)c1ccccn1)NCCCc1ccccc1,-2%,-2%,10%
O=C1c2ccccc2CCCC12N=NCC2c1cccc2ccccc12 (stereo not given),u,2%,u
